Screening results (PubChem)
HIF-2a block – inhibitors of HIF-2a. hit rate 0.72% among 360,000. inhibition, % at 18.8 µM. 786-0 RCC cells HIF-2a reporter, luciferase luminescence, overnight. AID 624352;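 active = inhibition of the luminescence signal of 40% or more relative to plate controls, in a single-dose primary screen at 18.75 µM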
MITF TRPM1 inh – MITF TRPM1 promoter inhibition in SK-MEL-5 cells; SK-MEL-5 TRPM1 promoter luciferase, 24 h; inhibition, % at 12.5 µM; hit rate 0.83% among 330,000; AID 488899;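 active = mean inhibition across replicates of 60% or more, whatever share of single replicates reaches that level; inconclusive = some that reach 60%, reason not given; inactive = mean inhibition across replicates below 60%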; note: values of inactives mirror those of a sister screen read the other way
KKLEB tox – reduces viability of KKLEB cystic fibrosis airway cells; KKLEB CF airway cells viability, ATPlite luminescence, overnight; hits give low values; cells stimulated with P. aeruginosa culture filtrate; AID 602141; hit rate 0.36% among 360,000; activity change (cytotoxicity), % at 5 µM;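 active = corrected activity change at or below -50% at 5 µM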
CaV13 FRET inh – Primary screen for inhibitors of IQ motif and Ca2+-dependent inactivation inhibitor domain binding in CACNA1D, Förster resonance energy transfer in living cells, …; HEK cells, CFP/YFP FRET ICDI-IQ, plate reader, 10 min; percent FRET-ratio fall versus neutral wells; inhibition, % at 12.3 µM; hit rate 0.098% among 340,000;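 active = mean replicate inhibition of at least 30% and at least 1% of replicates passing that level; inconclusive = only one of the two criteria is met; inactive = neither criterion is met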;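 note: 0% = median of the neutral control wells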
NR2E3 ag-1 – activates human photoreceptor nuclear receptor NR2E3; AID 2300; GST-NR2E3/biotin-RetCOR TR-FRET, 1536-well; inhibition of corepressor binding, % at 4.78 µM; Q9Y5X4; hit rate 0.12% among 320,000;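 active = percent inhibition above the cutoff of mean plus 3 SD of all tested compounds, set per screening campaign, cut at about 20% in these data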;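 note: 0% = DMSO wells and 100% = biotin wells as full block of FRET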
Target sequence (Q9Y5X4 whole entry, looked up): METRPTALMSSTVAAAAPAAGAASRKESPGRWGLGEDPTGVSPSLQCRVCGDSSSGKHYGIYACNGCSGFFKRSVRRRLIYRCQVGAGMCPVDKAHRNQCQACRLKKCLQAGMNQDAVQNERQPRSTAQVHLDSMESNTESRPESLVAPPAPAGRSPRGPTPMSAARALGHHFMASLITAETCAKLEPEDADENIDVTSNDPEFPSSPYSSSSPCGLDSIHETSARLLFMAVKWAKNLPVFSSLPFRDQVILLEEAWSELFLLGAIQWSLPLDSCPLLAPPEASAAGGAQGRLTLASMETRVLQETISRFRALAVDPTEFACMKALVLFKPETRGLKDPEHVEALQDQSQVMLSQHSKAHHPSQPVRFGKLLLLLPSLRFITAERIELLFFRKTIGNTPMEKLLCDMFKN
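Material: NR2E3–RetCOR corepressor complex | Quantity: 1.35 nM GST-tagged NR2E3 final | Schedule: 5 h at 4 °C | Replication: Singlicate compound wells | Reagent: RetCOR corepressor, biotinylated, 7 nM | Controls: Biotin wells as high control, 0.6% DMSO wells as low control | Signal: TR-FRET, Eu(K)-anti-GST donor, streptavidin-D2 acceptor, ex 340, em 617/671 nm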
Vif inh – inhibitors of HIV Vif. HEK293T cells, Vif self-association by quenched fluorescence, imaging, 24 h. inhibition, % at 7.49 µM. hit rate 0.35% among 340,000; in the data active = inhibition above about 50%, passing the limit was not always enough; inconclusive = no clear call, values can overlap the other calls; inactive = below about 31%; note: some results filed as inactive read as strong as hits
PDI inh – inhibitors of human protein disulfide isomerase; P07237; PDI insulin aggregation turbidity, A650, 90 min; inhibition, % at 10 µM; hit rate 0.052% among 350,000; AID 588391;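 active = mean inhibition across replicates of 30% or more, whatever share of single replicates reach that level; inconclusive = mean inhibition below 30% while every single replicate reaches 30%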;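 note: absorbance from insulin aggregation driven by PDI reduction with DTT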
Target sequence (P07237 whole entry, looked up): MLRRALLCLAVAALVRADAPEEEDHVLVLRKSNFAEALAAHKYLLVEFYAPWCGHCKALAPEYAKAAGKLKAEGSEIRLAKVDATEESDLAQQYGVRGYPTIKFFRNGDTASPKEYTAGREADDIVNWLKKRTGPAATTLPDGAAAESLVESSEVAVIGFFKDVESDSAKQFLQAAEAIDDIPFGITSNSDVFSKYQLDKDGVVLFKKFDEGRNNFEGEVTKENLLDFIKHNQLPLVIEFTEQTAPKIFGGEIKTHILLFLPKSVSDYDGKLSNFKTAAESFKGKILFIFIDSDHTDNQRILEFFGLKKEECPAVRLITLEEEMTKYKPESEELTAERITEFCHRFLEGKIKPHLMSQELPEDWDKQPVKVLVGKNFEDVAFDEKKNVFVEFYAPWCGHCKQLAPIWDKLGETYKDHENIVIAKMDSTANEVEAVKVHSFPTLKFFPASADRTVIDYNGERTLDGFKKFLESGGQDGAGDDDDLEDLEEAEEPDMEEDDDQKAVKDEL
Shn3 3UTR inh – Schnurri-3 reporter inhibition in Clone20 osteoblasts | Clone20 osteoblast Shn3 3'UTR firefly luciferase, 24 h | inhibition, % at 12.5 µM | hit rate 0.52% among 360,000;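 active = mean inhibition of at least 75% with every replicate also reaching 75%; inconclusive = mean inhibition at least 75% but some replicate below; inactive = mean inhibition below 75%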;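 note: 0% = median of neutral control wells and 100% = pilot-screen positive control compound; some compounds past the cut are filed as inactive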
Peg3 promoter – Peg3 promoter activity inhibition | HeLa PEG-Prom luciferase reporter, luminescence, overnight | inhibition, % at 20 µM | hit rate 1.7% among 360,000;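 active = inhibition of at least 50% at 20 µM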
CF NFkB block – inhibitors of cystic fibrosis induced NF-kB; KKLEB NF-kB-GFP reporter, PAF-induced, GFP fluorescence overnight; inhibition, % at 5 µM; hit rate 0.86% among 360,000;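 active = at least 50% inhibition at 5 µM, scaled per plate between neutral and stimulator controls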;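 note: PAF is a Pseudomonas aeruginosa culture filtrate used as stimulus; plate controls were PAF-stimulated DMSO wells for no effect and unstimulated DMSO wells for full effect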
NR2E3 ag-2 – human photoreceptor-specific nuclear receptor agonism. CHO-S Gal4-NCOR/VP16-NR2E3 two-hybrid, luciferase. inhibition of corepressor binding, % at 3.98 µM. hit rate 0.35% among 360,000. AID 602229;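 active = inhibition above the mean of all tested compounds plus 3 SD, cut at about 70% in these data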;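 note: 0% = DMSO with NR2E3 transfected cells and 100% = cells lacking NR2E3 construct; higher means lower luciferase signal from less NR2E3 corepressor binding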
* hit, by the source's call; ? = inconclusive; · = no result given.

SMILES | HIF-2a block | MITF TRPM1 inh | KKLEB tox | CaV13 FRET inh | NR2E3 ag-1 | Vif inh | PDI inh | Shn3 3UTR inh | Peg3 promoter | CF NFkB block | NR2E3 ag-2
C[C@H]1CN(CCc2ccccc2)C(=O)[C@@H]1CC(=O)Nc1ccccc1 | -4 | · | 2 | -7 | · | -4 | -2 | -3 | 0 | 7 | -15
CCOc1ccc(-n2c(=O)[nH]cc(C(=O)Nc3ccc(OC)c(OC)c3)c2=O)cc1 | 17 | -5 | -3 | -2 | -1 | -5 | -7 | 5 | 3 | -5 | 9
CCOC(=O)N1CCN(S(=O)(=O)c2ccc(C(=O)Nc3ccc4c(c3)C(=O)NC4=O)cc2)CC1 | 16 | 2 | 0 | -5 | -3 | 2 | 4 | -8 | 12 | 13 | -14
COC(=O)c1ccc(CN(c2ccc(C(=O)O)c(O)c2)S(=O)(=O)c2ccc(Cl)c([N+](=O)[O-])c2)cc1 | 77* | -7 | -5 | -3 | -2 | 11 | 2 | 10 | 55* | 23 | 1
O=C1CC(N2CCN(C/C=C/c3ccccc3)CC2)C(=O)N1Cc1ccc(N2CCCC2=O)cc1 (stereo unspecified) | 18 | 26 | -3 | -6 | -6 | -9 | -2 | 3 | 21 | -4 | -9
Clc1ccc(-c2n[nH]c3c2CCC3)c(Cl)c1 | -27 | 6 | 1 | · | 3 | 4 | -7 | 6 | -15 | 1 | 2
COc1ccc(NC(=O)c2ccc3c(c2)NC(=O)CS3)cc1 | -168 | -51 | -17 | -4 | 4 | 13 | 4 | -36 | -135 | 8 | -42
O=C(N/N=C\c1cc2c(cc1Cl)OCO2)c1cccs1 | -130 | -19 | 24 | · | 1 | -8 | -3 | -18 | -128 | -64 | -84
C=CCn1c(Br)nc2c1c(=O)n(C)c(=O)n2C | 1 | -3 | 5 | · | -4 | -2 | 14 | -31 | -2 | -3 | 6
O=C1c2cccc3c(N4CCCCC4)ccc(c23)C(=O)N1c1cccc(O)c1 | -193 | -25 | 10 | 16 | 4 | 185* | 20 | -29 | -124 | -18 | -92
Cc1c(N(C)S(=O)(=O)c2cccc(C(=O)NCc3cccnc3)c2)c(=O)n(-c2ccccc2)n1C | 9 | · | 11 | -13 | · | 13 | -2 | -36 | 3 | -21 | -32
Cc1ccc(S(=O)(=O)Nc2ccc(-c3ccc4nncn4n3)cc2)cc1 | 3 | -10 | -4 | -6 | 4 | -2 | -4 | -3 | 17 | 6 | 5
CCOc1ccc(NC(=O)Cc2c(O)c3ccccc3[nH]c2=O)cc1 | 17 | 7 | 3 | · | 0 | 9 | -3 | -2 | 11 | 3 | -18
CCN(CC)CC(O)c1ccc2ccc3ccc(O)cc3c2c1 (stereo unspecified) | 0 | -7 | 10 | -7 | · | 20 | -2 | -9 | 12 | -10 | 0
CN1CCN(NC(=O)NC2CCCCC2)CC1 | 5 | 2 | -4 | -9 | 3 | 5 | -4 | -1 | -9 | 11 | -4
CSc1ccc(/C=C/C(=O)OCC(=O)N(C)CCC#N)cc1 | -12 | 0 | 6 | 2 | 0 | 8 | 2 | 5 | -6 | 13 | 19
CCOc1ccccc1N1CCN(S(=O)(=O)c2cccs2)CC1 | 10 | -1 | 11 | -8 | 2 | 11 | -9 | -1 | 17 | 2 | -13
CCOC(=O)CN(C(=O)CN1CCOCC1)c1ccc(Br)cc1 | 20 | 8 | -6 | -8 | -2 | 6 | -18 | 1 | 5 | 5 | -4
CC(C)c1c(C#N)c(N)nc(SCC(=O)c2cc3ccccc3oc2=O)c1C#N | 4 | 6 | 3 | -4 | -6 | 4 | -8 | 9 | 45 | -5 | -28
C=CCNC(=O)Cn1c(=O)c2c(ncn2CCC(C)C)n(Cc2ccccc2)c1=O | 2 | 4 | -7 | -6 | 1 | 0 | -7 | -12 | 14 | 11 | -32
COCCn1c(C)cc(C(=O)CSc2cc(C)c3ccccc3n2)c1C | -59 | -12 | -17 | -8 | 3 | -8 | 9 | -8 | -19 | 6 | -33
COc1ccccc1NC(=O)c1ccc(NC(=O)CSc2nnnn2C)cc1 | 15 | -4 | 4 | · | 3 | 0 | 4 | -18 | -14 | -18 | -5
CCOc1ccc(N2C(=O)CC(N3CC(C)OC(C)C3)C2=O)cc1 (stereo unspecified) | -3 | 5 | 8 | -4 | 0 | -11 | 0 | 18 | -8 | -27 | -2
O=C(OCCOc1ccccc1)c1cccc(S(=O)(=O)N2CCOCC2)c1 | -42 | · | 12 | -2 | 4 | -4 | -7 | -8 | -33 | -11 | -14
COc1cc(N2CN=c3s/c(=C\c4ccccn4)c(=O)n3C2)cc(OC)c1OC | -18 | -12 | -6 | · | -1 | · | -6 | · | -8 | -1 | -6
CCC(=NNS(=O)(=O)c1ccc(C)cc1)c1ccc(OC)c(C)c1 | 6 | · | -18 | -5 | · | -7 | -8 | -8 | 5 | 18 | -9
CCOC(=O)c1c(C)oc(NC(=O)COc2ccc(Cl)cc2C)c1C#N | 8 | 6 | -2 | -4 | -2 | -4 | -2 | 9 | 12 | 3 | -15
CCOC(=O)c1ccc(-n2ccnc2)c(NC(=O)c2ccc(C(C)(C)C)cc2)c1 | 18 | 22 | 1 | -2 | -1 | · | -11 | 3 | 1 | 0 | 27
O=C(O)[C@H](Cc1ccccc1)N1C(=O)c2c(Cl)c(Cl)c(Cl)c(Cl)c2C1=O | 10 | · | -3 | -27 | 7 | -1 | 7 | -11 | -6 | 7 | -13
Cn1ncc(Oc2ccc([N+](=O)[O-])cc2)c(Cl)c1=O | -2 | · | 3 | -4 | 0 | 4 | 8 | 3 | -12 | 7 | -14
COc1ccc(N2C(=O)CC(Sc3ccccc3C(=O)O)C2=O)c([N+](=O)[O-])c1 (stereo unspecified) | 13 | 2 | 5 | -7 | 1 | -13 | 9 | 9 | 24 | 8 | -6
COc1cccc(-c2ccc3ncnc(NCc4ccc5c(c4)OCO5)c3c2)c1 | -35 | -7 | -6 | 4 | · | · | 1 | -3 | -25 | 80* | -45
COc1cccc(NC(=O)CN(C)C(=O)c2ccccc2OCc2c(C)noc2C)c1 | 13 | -6 | 7 | -7 | -2 | 2 | -2 | -13 | -16 | -15 | -17
CN(C)c1cccc(NC(=O)C2(C)Cc3c(-c4cccnc4)ccnc3O2)c1 (stereo unspecified) | 13 | · | 5 | -5 | · | 6 | -3 | -35 | 7 | 6 | -42
COc1ccc2ccc3ccc(OC)c(OC(C)=O)c3c2c1 | -40 | 12 | -20 | -4 | · | -8 | -7 | -17 | -52 | 46 | -43
Cn1c(=O)c2sccc2n2c(CCCC(=O)NC3CCN(Cc4ccccc4)CC3)nnc12 | 16 | 7 | 3 | -7 | -3 | -6 | 6 | 20 | -11 | -16 | -7
COc1ccc(CCNS(=O)(=O)c2ccc3c(c2)CC(C)N3C(=O)C2CC2)cc1OC (stereo unspecified) | 1 | · | 7 | -3 | · | ? | 2 | -7 | 2 | -3 | -5
COCc1nc(-c2cc(OC)c(OC)c(OC)c2)no1 | 19 | -2 | 1 | -5 | 1 | 3 | -3 | -23 | -9 | -1 | -8
CCCOc1ccc(Cn2cnc3ccccc32)cc1 | -54 | 3 | -3 | · | -4 | -17 | 2 | 70 | -21 | 7 | 56
c1ccc(CCc2ccccn2)cc1 | 14 | -34 | -10 | -19 | · | 13 | 11 | 23 | -1 | -32 | 24
Cc1snc(SCC(=O)N/N=C(\N)COc2ccc(F)cc2)c1C#N | 12 | -1 | -4 | -6 | -1 | -11 | -8 | 4 | 5 | 3 | 12
Cc1c(CCO)c(=O)oc2n[nH]c(-c3ccccc3)c12 | 34 | 7 | 6 | -5 | -3 | 26 | -3 | -18 | 6 | 16 | -15
N#CC1=C(N)C(C#N)(C#N)C2(CCC3(CC2)OCCO3)C2CC3(CC=C12)OCCO3 (stereo unspecified) | 9 | 3 | -21 | -5 | 2 | -6 | -2 | 16 | -5 | -16 | 2
Cc1ccc(CN2C(=O)CSc3ccc(C(=O)NC4CC4)cc32)cc1 | 12 | 12 | -11 | -2 | 1 | 2 | -6 | -14 | 31 | -5 | -12
CCCC(=O)c1cc(F)c(N2CCN(S(=O)(=O)c3ccccc3)CC2)cc1C | 25 | -5 | 18 | · | 1 | -12 | -4 | 47 | 12 | 5 | -1
O=C(O)C1CCCCC1C(=O)NCCC(c1ccccc1)c1ccccc1 (stereo unspecified) | 10 | 6 | 5 | -5 | 0 | -15 | 6 | -29 | 19 | 11 | 10
CCN(CC)S(=O)(=O)c1ccc(/C=C/C(=O)OCC(=O)NNC(=O)c2ccc(OC)cc2)cc1 | 1 | 6 | 14 | -3 | 1 | -8 | -1 | -11 | -5 | -28 | -19
Cc1cc2c(cc1C)CSC(c1c(O)ccc3ccccc13)SC2 | 79* | -1 | -9 | -5 | 1 | -9 | -8 | 64 | 62* | 41 | -12
Cc1ccc(-c2nc3ccccc3s2)cc1S(=O)(=O)N1CCOCC1 | -87 | -11 | 1 | -7 | 3 | -5 | -5 | -22 | -14 | -7 | -3
COC(=O)[C@@H](Cc1ccccc1)NC(=O)Cn1cc(C)c(=O)[nH]c1=O | 5 | -7 | -4 | -3 | · | -3 | -4 | -8 | 6 | 0 | -8
Cc1cc(/C=C(\C#N)C(=O)NCc2ccccc2)cc(C)c1O | 9 | 0 | 14 | -2 | 3 | 11 | 4 | -5 | -32 | -25 | -19
O=C(O)CCCCCn1c(SCc2cc(=O)n3ccccc3n2)nc2ccsc2c1=O | 14 | -6 | 19 | 4 | -2 | 0 | 25 | -8 | 15 | 34 | 18
CCC(=O)Nc1ccccc1C(=O)OC(c1ccccc1)c1ccccc1 | 4 | -3 | 4 | -5 | -1 | 12 | 9 | -1 | 8 | -10 | -13
CCc1cccc(NC(=O)Nc2ccc3c(c2)OCO3)c1 | -160 | -35 | 1 | -6 | -1 | 9 | -81 | -18 | -151 | 7 | -30
COc1ccc(-c2ccnc(SCC(=O)c3ccc(OC)c(OC)c3)n2)cc1 | 14 | -9 | -15 | -6 | -4 | -12 | 4 | 17 | 11 | 26 | -5
COCCNS(=O)(=O)c1cc(F)ccc1OC | 14 | 2 | 9 | -5 | -2 | 13 | 5 | 8 | 6 | 3 | 4
O=C(COc1ncnc2ccccc12)NCCc1ccc(F)cc1 | 8 | -1 | 7 | -12 | 1 | 0 | -13 | 16 | 1 | -2 | -9
